GLP-1R inv ag = acts as inverse agonist at human GLP-1 receptor. hit rate 1.6% among 410,000. HEK293 GLP-1R CRE-luciferase, luminescence, 24 h; GLP-1R form is constitutively active. Potency, µM (titrated, usually from 38.3 µM), for inactives: top-dose activity change, negative = inhibition, most hits filed as inhibitors. P43220. AID 624417; also: potency is read from the fitted curve at half-maximal effect; % is scaled to controls: 0 for no effect and ±100 for the full control effect; nearly all actives have a fitted effect of over 55% in size
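Seeding at 200 cells/uL, 12 h culture, 24 hr compound treatment, then luciferase reagent and a luminescence read; cells are HEK293 stably expressing a constitutively active GLP-1R plus cAMP-responsive luciferase.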
PI5P4Ka inh = inhibitors of human PI5P4K alpha. P48426. PI5P4Kalpha enzyme, ADP-Glo luminescence, 60 min; hits give low values. max response, %. hit rate 1.2% among 330,000. AID 652105; active = max response of -50% or lower; inconclusive = between -30% and -50%; inactive = -30% or higher; also: value at the top dose of about 77 µM; % is scaled to controls: 0 for no effect and ±100 for the full control effect
Target sequence (P48426 whole entry, looked up): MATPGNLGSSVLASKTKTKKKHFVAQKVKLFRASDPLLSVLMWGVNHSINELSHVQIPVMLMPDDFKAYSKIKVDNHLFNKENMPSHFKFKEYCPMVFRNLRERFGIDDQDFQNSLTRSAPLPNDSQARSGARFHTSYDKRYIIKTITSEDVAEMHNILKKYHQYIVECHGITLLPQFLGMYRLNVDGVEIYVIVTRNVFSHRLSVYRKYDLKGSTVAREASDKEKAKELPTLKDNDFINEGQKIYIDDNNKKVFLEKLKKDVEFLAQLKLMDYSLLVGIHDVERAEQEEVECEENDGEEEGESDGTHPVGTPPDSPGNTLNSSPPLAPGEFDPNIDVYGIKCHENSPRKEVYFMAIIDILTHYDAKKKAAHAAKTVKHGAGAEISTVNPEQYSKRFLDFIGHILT
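Enzyme plus substrate dispensed, test compounds pinned in, then ATP (5 microM final) added. After 60 min at RT, ADP-Glo reagent 1 for 45 min and reagent 2 for 30 min preceded luminescence imaging.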
EPAC1 agonist = agonists of human EPAC1 | hit rate 0.073% among 360,000 | O95398 | EPAC1 agonist qHTS, biochemical assay; response scale: 100% = response to 6.5 mM cAMP | Potency, µM (series often up to 154 µM), without a hit: top-dose activation, usual class: activators; also: potency is read from the fitted curve at half-maximal effect; nearly all actives have a fitted effect of over 60% in size
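Fluorescent GDP-exchange assay: 100 nM EPAC1 with 250 nM Rap1B preloaded with BODIPY-GDP and 50 uM GDP; compounds tested as concentration series, 5 min at room temperature, then read every 5 min for 30 min (ex 480/em 540 nm); normalized to 6.5 mM cAMP.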
PLK1 PBD block = blocks phosphopeptide binding to human PLK1 polo-box domain | Plk1 PBD binding of FITC phosphopeptide, fluorescence polarization | P53350 | hit rate 2.8% among 360,000 | AID 720504 | Potency, µM, without a hit: max response, negative = inhibition, most hits filed as inhibitors; also: potency is read from the fitted curve at half-maximal effect; series mostly up to about 57 µM; % is scaled to controls: 0 for no effect and ±100 for the full control effect; nearly all actives have a fitted effect of over 65% in size
Target sequence (P53350 whole entry, looked up, the tested form may be a part): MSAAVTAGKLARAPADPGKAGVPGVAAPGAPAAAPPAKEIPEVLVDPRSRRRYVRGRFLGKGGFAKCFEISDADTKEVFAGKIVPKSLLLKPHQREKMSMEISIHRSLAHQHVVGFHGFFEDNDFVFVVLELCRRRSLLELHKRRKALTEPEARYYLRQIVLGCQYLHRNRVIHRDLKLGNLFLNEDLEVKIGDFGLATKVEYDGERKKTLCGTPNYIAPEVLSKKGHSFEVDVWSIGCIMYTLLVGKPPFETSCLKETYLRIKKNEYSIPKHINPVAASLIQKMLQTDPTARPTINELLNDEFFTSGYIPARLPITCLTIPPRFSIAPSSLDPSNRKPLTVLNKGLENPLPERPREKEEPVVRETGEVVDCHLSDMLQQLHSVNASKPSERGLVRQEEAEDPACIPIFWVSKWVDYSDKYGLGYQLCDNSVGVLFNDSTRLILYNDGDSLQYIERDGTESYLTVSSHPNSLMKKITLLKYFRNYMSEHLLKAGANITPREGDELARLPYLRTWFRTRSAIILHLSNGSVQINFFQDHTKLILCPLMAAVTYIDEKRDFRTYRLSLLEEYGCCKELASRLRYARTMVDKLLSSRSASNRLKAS
PTHR1 ag = agonists of human PTHR1 parathyroid hormone receptor; Q03431; HEK293 GP2 PTHR1 cells, GloSensor cAMP luminescence, 1 h; Potency, µM (top dose mostly 115 µM), for the others: at the highest dose activation, usual class: activators; hit rate 0.075% among 410,000; also: potency is read from the fitted curve at half-maximal effect; nearly all actives have a fitted effect of over 55% in size; some results filed as inactive show a strong effect at the top dose; inactives centre near -15; many of its hits are not listed in these tables
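HEK-293-derived GP2 cells expressing PTHR1 and a GloSensor cAMP reporter, 3,000/well, plated overnight, given luciferin plus IBMX (each 0.5 mM as added) for 1 h at 37 °C, then compound for 1 h at 37 °C. Luminescence was read after 15 min at room temperature.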
EPAC1 antag = blocks human EPAC1 exchange factor | O95398 | Potency, µM (top dose mostly 115 µM), without a hit: at the highest dose activity change, negative = inhibition, usual class: inhibitors | AID 720709 | hit rate 0.14% among 360,000 | EPAC1 GEF assay, Rap1b-BODIPY-GDP exchange fluorescence;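 also: potency is read from the fitted curve at half-maximal effect; plate controls were vehicle for no effect and positive control for full effect; nearly all actives have a fitted effect of over 50% in size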
IL2 activator = activators of IL-2; IL-2 activation reporter assay, cell-based qHTS; stimulated with anti-CD3/CD4/CD28 beads; in transgenic mouse T cells; activation, % (series mostly up to about 46 µM); hit rate 0.065% among 360,000; in the data active = activation above about 50%; inconclusive = mostly about 30% to 49%; also: 0% is about no effect
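EGFP and DsRed fluorescence is measured by plate cytometry in unstimulated transgenic mouse T cells exposed to compound for 60 minutes, then stimulated 18 hours at 37 degrees C with anti-CD3/anti-CD4 beads plus anti-CD28.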
GLP1R ag = activates the human GLP-1 receptor. P43220. HEK293 GLP-1R CRE-luciferase, luminescence, 4-6 h; cells express a hypersensitive GLP-1R form. hit rate 0.007% among 380,000. Potency, µM (series often up to 45.6 µM), without a hit: top-dose activation, actives largely listed as activators. AID 624172; also: potency is read from the fitted curve at half-maximal effect; % of control where 0% means no effect
GLP1R cytotox = cytotoxicity in counter-screen for GLP-1R inverse agonists | HEK293 cAMP-luciferase reporter cells, luminescence, 24 h | AID 624418 | hit rate 0.13% among 410,000 | Potency, µM (top dose mostly 38.3 µM), inactives show at the top dose activity change, negative = inhibition, actives largely listed as inhibitors;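 also: loss of luciferase light is scored as toxicity; potency is read from the fitted curve at half-maximal effect; % is scaled to controls: 0 for no effect and ±100 for the full control effect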
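Seeding density was 200 cells/uL; after overnight-length (12 h) culture, 23 nL compounds went on for 24 h at 37 °C. Readout used a luciferase detection reagent, luminescence taken after 12 min at room temperature.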
* hit, by the source's call; i = inactive; ? = inconclusive; · = no result given; [ ] = remark or other dose. Unless noted, calls follow the shape of the dose curve; as a rule, active = well fitted curve in the direction sought with a large enough effect; inconclusive = small, poorly fitted or top-dose-only effect, or another doubt; inactive = no such curve, though single readings can be large; an effect the other way counts as inactive or inconclusive.

SMILES | GLP-1R inv ag | PI5P4Ka inh | EPAC1 agonist | PLK1 PBD block | PTHR1 ag | EPAC1 antag | IL2 activator | GLP1R ag | GLP1R cytotox
CCCCN(C)S(=O)(=O)c1ccc(C(=O)Nc2nnc(C3=COCCO3)o2)cc1 | -8.4% | ? | 10.4% | -16.5% | i | -17.9% | -5.6 | 0.4% | -9.4%
CC1(C(=O)NCc2cccs2)CCN1C(=O)Cc1ccc(Cl)cc1Cl (stereo not given) | -7.8% | 2.0 | -6.2% | -5.3% | -21.5% | -6.7% | 2.2 | -2.7% | 0.0%
O=C(C1=C[C@H](c2ccc(Br)cc2)C[C@H](OCc2ccc(CO)cc2)O1)N1CCOCC1 | -22.9% | 1.2 | 3.1% | 1.9% | -41.4%[inhibitor] | -5.2% | 0.2 | 1.8% | -0.3%
Cc1ccc(Cl)cc1NC(=S)N1CCC(c2ccccc2)C1 (stereo not given) | ? | 0.4 | 6.2% | -4.7% | -16.1% | ? | -4.5 | 13.7% | ?
Cn1ccnc1SCC(=O)N1CCc2ccccc21 | 2.9% | -1.3 | 8.7% | -7.5% | -22.8% | 5.6% | -0.2 | -3.9% | ?
Cc1ccc(OCC(=O)NNC(=O)C2CSC3(C)CCC(=O)N23)cc1C (stereo not given) | -8.2% | -5.3 | -0.1% | -0.5% | -20.0% | 13.4% | -4.3 | -6.2% | 9.2%
COc1ccc(C(=O)NC(NC(=O)c2ccc(OC)c(OC)c2)c2ccccc2F)cc1OC | 28.3% | -1.5 | -4.0% | 0.2% | i | -14.6% | -1.1 | 13.2% | -11.5%
CCOc1ccc(N)c(SSc2cc(OCC)ccc2N)c1 | ? | ? | -5.3% | 1.68µM* | i | -14.8% | -3.0 | 6.2% | ?
Cc1ccc(NC(=S)NCC2CCN(C(C)c3ccccc3)C2)cc1 (stereo not given) | ? | -7.1 | 7.9% | ? | i | -15.6% | -0.5 | 1.2% | -6.0%
Cc1ccc(C2CC2c2n[nH]c(=S)n2-c2ccc(Cl)cc2)cc1 (stereo not given) | ? | · | 3.0% | -6.6% | -10.0%[57.5 µM] | -0.1% | -1.3 | 3.3% | -15.6%
Cc1cc(C)n(-c2nc3c(c(=O)[nH]c(=O)n3C)n2CC(O)COc2ccccc2C)n1 (stereo not given) | 2.5% | · | 5.1% | -3.6% | i | -12.1% | -1.0 | 29.0% | -9.4%
CCOC(=O)CC1=C(C(=O)OCC)C(c2cccnc2)C(C#N)=C(N)O1 (stereo not given) | 7.8% | 1.8 | 15.0% | -12.8% | i | 9.3% | 0.0 | -1.1% | 0.5%
Cc1cc2oc(=O)cc(CN3CCOCC3)c2cc1C | 4.9% | · | 2.7% | -3.1% | i | 3.0% | -1.9 | -11.7% | 6.6%
O=C(CNC(=O)c1ccc(S(=O)(=O)N2CCCC2)cc1)N/N=C/c1ccc(Cl)cc1 | 0.0% | -11.0 | -2.8% | -6.3% | -12.2% | -2.8% | -0.3 | 4.0% | 12.3%
O=C(OCC(=O)N1CCN(C(=O)c2ccco2)CC1)c1ccc(S(=O)(=O)N2CCCCC2)cc1 | 5.2% | 2.3 | -7.5% | 1.2% | -22.0%[57.5 µM] | -2.2% | -0.6 | -10.8% | -8.5%
Cc1cccc(CC2SC(N)=NC2=O)c1 (stereo not given) | 13.1% | 6.2 | 6.4% | -26.7% | i | -3.7% | 0.2 | 10.6% | -3.8%
COc1ccc(C(=O)c2c(-c3ccc(OC)cc3)oc3ccccc23)cc1 | ? | 19.1 | -2.5% | -6.8% | -32.1%[inhibitor] | 7.3% | -0.5 | -3.3% | 29.6%
COc1cccc(N2[C@@H](CC(=O)O)c3ccccc3S2(=O)=O)c1 | 1.9% | -5.3 | 12.6% | -10.3% | -19.3% | -2.0% | 0.2 | -1.7% | 2.3%
CC(C)COc1ccc(-c2nnn(CC(=O)N3CCCC3)n2)cc1 | 4.7% | 2.6 | -7.0% | -4.6% | -13.1%[57.5 µM] | 7.8% | 0.7 | 0.4% | -6.4%
CCOC(=O)C1CCN(C(=O)COc2ccc3c(c2)OCO3)CC1 | 9.9% | 1.4 | 10.6% | -27.2% | i | 11.1% | 5.2 | 5.6% | 4.0%
COc1ccc(N=C2SC(CC(=O)Nc3ccc(OC)cc3OC)C(=O)N2C)cc1 (stereo not given) | -30.9% | · | -6.2% | -2.0% | -5.7%[57.5 µM] | -4.1% | 3.2 | 0.1% | -22.1%
Clc1ccc(/C=N/c2c(-c3ccco3)nc3ccccn23)cc1 | 6.5% | · | 2.5% | -3.4% | i | 4.5% | -2.1 | -1.4% | -5.5%
CCCCc1nc2cc(C(=O)NCc3ccccn3)ccc2o1 | -14.5% | 9.2 | -9.1% | -15.4% | i | ? | 2.6 | -1.5% | 3.0%
CC(C)CCSc1ncnc2c1oc1nc3c(cc12)COC(C)(C)C3 | 9.9% | · | 6.7% | -7.2% | 18.5% | -5.0% | -1.6 | 13.7% | -2.8%
Cn1c(CO)cnc1SCc1ccc(F)cc1 | 5.6% | 0.0 | -0.7% | -8.9% | -24.3% | -20.4% | 0.1 | 2.4% | -18.4%
SMILES | GLP-1R inv ag | PI5P4Ka inh | EPAC1 agonist | PLK1 PBD block | PTHR1 ag | EPAC1 antag | IL2 activator | GLP1R ag | GLP1R cytotox
CC(/C=N/NC(=O)c1cc(-c2ccc(C)o2)[nH]n1)=C\c1ccccc1 | -19.3% | -13.6 | -0.6% | -18.9% | -12.4% | -20.7% | -0.5 | 14.4% | -8.7%
C=CCn1nc2ccccc2c1OC | 2.4% | 3.9 | -16.6% | -5.4% | -23.1% | 17.8% | -1.3 | -3.1% | -0.7%
CCOc1ccccc1/C=N/N1CCN(Cc2ccccc2)CC1 | -26.2% | 7.1 | 6.6% | -15.8% | -86.8%[inhibitor] | -17.0% | 0.5 | -5.2% | 16.7%
CCCn1cnc2scc(-c3ccc(C)cc3)c2c1=O | -2.2% | -6.2 | 3.3% | -4.5% | i | 1.1% | -2.4 | 1.4% | 7.5%
COc1ccc(C(=O)NNC(=O)C2(C)CC2(Br)Br)cc1 (stereo not given) | -1.3% | -4.0 | -6.7% | -10.8% | -30.8%[inhibitor] | 28.3% | -0.9 | -4.8% | -9.0%
Cc1ccnc2nc(C(=O)OCC(=O)c3ccc(Cl)cc3)nn12 | 7.5% | -4.7 | 12.0% | -6.0% | i | -15.0% | 7.2 | -5.1% | -6.6%
O=C(Nc1nnc(SCC(=O)N2CCCCC2)s1)c1cccs1 | 3.2% | · | 2.1% | ? | i | 11.1% | -0.5 | 2.0% | 1.1%
COc1ccc(NC(=O)CSc2nc3ccccc3c(=O)n2CCCN2CCOCC2)c(OC)c1 | 8.9% | 2.9 | 6.8% | 5.2% | -9.0% | 16.7% | -3.2 | 16.7% | -21.5%
CC(C)(Cc1ccc(O)cc1)NC(=O)c1ccccc1 | 9.2% | 4.4 | -5.6% | -5.6% | -13.6% | 1.5% | 1.0 | 0.0% | 9.0%
CCN(CC(=O)NCc1ccc(Cl)cc1)C(=O)c1ccc2cc(OC)ccc2c1 | ? | -4.1 | -9.5% | -3.9% | -28.7% | 0.7% | -2.3 | 3.8% | -9.8%
CN(CC(=O)NCCc1ccccc1)S(=O)(=O)c1cccs1 | 11.6% | 6.5 | -1.7% | -6.6% | i | -3.4% | 0.0 | 3.1% | -1.9%
COc1cccc(N2CC(O)=C(c3nc4ccccc4c(=O)[nH]3)C2=N)c1 | 13.7% | · | 7.3% | -8.6% | -1.9% | -2.8% | -1.6 | 17.2% | ?
CCOc1ccc(NC(=O)c2sc3nc(N4CCOCC4)c4c(c3c2N)CC(C)(C)OC4)cc1 | -21.8% | -3.1 | -8.1% | -13.5% | -84.2%[inhibitor] | ? | 0.2 | -8.4% | 12.2%
Nc1nc2n(n1)C(c1ccco1)CC(c1ccccc1)N2 (stereo not given) | 95.1%[activator] | -0.6 | 8.0% | -6.2% | 2.3%[57.5 µM] | -6.5% | 0.3 | 23.5% | 11.1%
CC(C)c1ccc(NC(=O)C2C3C=CC4(O3)C2C(=O)N(CCCN2CCCCC2)C4C(=O)NC2CCCCC2)cc1 (stereo not given) | ? | -7.8 | 8.7% | -9.5% | i | 4.2% | -0.3 | 7.1% | 2.5%
CCc1nnc(NS(=O)(=O)c2ccc(NC(=O)COc3ccc4ccccc4c3)cc2)s1 | 2.1% | 4.7 | -4.1% | -2.6% | i | 0.0% | 5.9 | 6.1% | -7.7%
Cc1onc(-c2ccccc2)c1C(=O)N1CCN(C(=O)c2ccco2)CC1 | 3.1% | · | 2.7% | -5.8% | 16.1%[57.5 µM] | 4.9% | -2.7 | 1.5% | 3.5%
COc1ccc2c(c1)c1c(c(=O)n(-c3cccc(C)c3)c(=O)n1CC(=O)NCC1CCCO1)n2C (stereo not given) | 4.9% | · | · | · | -42.3%[inhibitor] | · | · | 0.5% | -7.5%
COc1cc(Nc2c3c(nc4ccccc24)CCCC3)cc(OC)c1OC | -18.3% | -3.4 | 1.6% | -1.5% | i | -10.5% | -4.0 | 15.0% | -29.8%
Cc1ncc(CSc2nnnn2-c2ccccc2)c(N)n1 | 6.4% | · | -4.5% | 2.4% | -18.8%[57.5 µM] | 11.2% | 0.9 | -3.0% | ?
CC(C)=C(NC(=O)c1ccccc1)C(=O)NCCc1nc2ccccc2[nH]1 | -4.0% | 1.7 | 9.2% | ? | -22.8% | 3.7% | -4.0 | 2.3% | -4.4%
O=C1c2ccccc2NC(c2cccc(O)c2)N1Cc1ccco1 (stereo not given) | ? | -6.9 | 3.6% | -7.1% | -42.7%[inhibitor] | 15.8% | -1.0 | -1.5% | 0.3%

Looked up by structure from the entries so far:
SMILES | GLP-1R inv ag | PI5P4Ka inh | EPAC1 agonist | PLK1 PBD block | PTHR1 ag | EPAC1 antag | IL2 activator | GLP1R ag | GLP1R cytotox
COc1cccc(N2CC(O)=C(c3nc4ccccc4c(=O)[nH]3)C2=N)c1 | 13.7% | · | 7.3% | -8.6% | -1.9% | -2.8% | -1.6 | 17.2% | ?
CC(/C=N/NC(=O)c1cc(-c2ccc(C)o2)[nH]n1)=C\c1ccccc1 | -19.3% | -13.6 | -0.6% | -18.9% | -12.4% | -20.7% | -0.5 | 14.4% | -8.7%

The list is partial (hit frequency here may not be typical).
